Source: PubChem BioAssay (several laboratories)
SDO1 yeast rescue: restores growth of sdo1-depleted yeast; 0.21% of 140,000 active; S. cerevisiae sdo1-depleted JHY4D growth rescue, OD600 30 h; hits give high values; pdr5 snq2 efflux-pump mutant strain; z-score at 10 µM;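 active = z-score above 3 at both the 24 hr and the 30 hr optical density reads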;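 note: z-score against mean and SD of all compound wells on the same plate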
Insulin prom inh: TRM-6 insulin promoter activity inhibition. TRM-6 cells (human fetal islet line), insulin promoter-eGFP reporter, imaging; reporter expression induced with tamoxifen. inhibition, % at 2 µM. 0.9% of 130,000 active;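 active = inhibition above the mean plus 3 SD, with well images judged a real hit on visual review, cut at about 60% in these data, passing the limit was not always enough; inconclusive = inhibition over the cutoff but images rejected on review; inactive = inhibition not above the cutoff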
SDO1 yeast rescue Rescue 24 h: further read-out of SDO1 yeast rescue, marked with its call; z-score; S. cerevisiae sdo1-depleted JHY4D growth rescue, OD600; measured here: growth rescue at 24 h;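 0 is the plate mean of compound wells and units are plate SD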
* marks the source's active call; other numbers are inactive results; ? = inconclusive; nt = not tested or not shown. An unsorted share of the library (roughly 0.92% active in at least one column).

canonical_smiles	SDO1 yeast rescue	SDO1 yeast rescue Rescue 24 h	Insulin prom inh
Cc1ccc(C)c2c1cc(C)c1nnc(SCc3ccccn3)n12	-1.99	-1.44	-15.4
Cc1cc(NC(=O)NC(=O)c2ccc(F)cc2F)n[nH]1	1.16	1.01	nt
CC(Cc1cccs1)NC(=O)Nc1ccc(Cl)c(Cl)c1 (configuration not stated)	-3.12	-2.16	-37.0
O=C(Nc1cccc(C(F)(F)F)c1)OCCN1CCN(Cc2ccccc2)CCC1=O	-0.36	-0.53	-65.0
O=C(CN1CCN(C(=O)c2ccco2)CC1)Nc1cccc([N+](=O)[O-])c1	nt	nt	23.1
COC(=O)c1ccc(-c2ccco2)n1Cc1nc(-c2ccc(OC)c(OC)c2)oc1C	-0.94	-0.02	0.0
CN(C)c1ccnc(Oc2ccc(Cl)cc2)c1C#N	-0.23	-0.44	nt
CCC1(c2ccccc2)NC(=O)N(Cc2ccc(C(=O)OC)cc2)C1=O (configuration not stated)	-0.17	0.05	nt
COC(=O)C1CC(c2ccc(Cl)cc2)=NO1 (configuration not stated)	nt	nt	0.0
CCCCCC(=O)NC(Cc1ccc(OC)c([N+](=O)[O-])c1)C(=O)O (configuration not stated)	nt	nt	-11.8

(more compounds)
canonical_smiles	SDO1 yeast rescue	SDO1 yeast rescue Rescue 24 h	Insulin prom inh
C/C(=N\NC(=O)CNC(=O)C(c1ccccc1)c1ccccc1)c1ccccc1	-0.64	0.14	nt
CCOC(=O)c1ccc(NC(=O)c2cnccn2)cc1	0.01	-0.59	-110.3
O=C(NCCCN1CCN(c2ccccc2F)CC1)Nc1ccccc1[N+](=O)[O-]	nt	nt	78.4*
COc1cc(-c2nnc(COC(=O)c3cc(C)nc4ccc(C)cc34)o2)cc(OC)c1OC	0.01	-0.47	8.7
COc1ccc(C2C(C#N)=C3NC(=O)c4c(sc5c4CCCCC5)N3C3=C2C(=O)CC(C)(C)C3)cc1 (configuration not stated)	-0.21	-0.29	nt
COc1ccccc1Oc1ncnc2c1oc1ccccc12	nt	nt	-21.4
C/C(=N/O)c1ccc2c(c1)OCCOCCOc1cc(/C(C)=N/O)ccc1OCCOCCO2	-0.06	0.22	-43.8
COc1ccc(-c2nc(-c3ccccc3)c(-c3cc([N+](=O)[O-])ccc3C)[nH]2)cc1OC	-2.24	-1.47	-51.7
COc1ccccc1NC(=O)N1CCc2[nH]c3ccc(F)cc3c2C1	-0.21	-0.37	25.0
OCCNc1nc(-c2ccccc2)c2ccccc2n1	-0.52	-0.55	-14.3

More entries follow:
canonical_smiles	SDO1 yeast rescue	SDO1 yeast rescue Rescue 24 h	Insulin prom inh
O=C(NC(=O)c1ccc(F)cc1)Nc1nc(-c2cccs2)cc(C(F)(F)F)n1	-1.01	-0.18	-80.5
CC1(c2ccc(O)cc2)NC(=O)N(c2ccccc2)N1 (configuration not stated)	nt	nt	-72.7
Cc1ccc(S(=O)(=O)NNC(=O)CCC(=O)Nc2ccc(C)cc2C)cc1	0.64	0.33	nt
O=C1Nc2ccccc2Oc2cc([N+](=O)[O-])cc(Oc3ccccc3)c21	-0.99	-0.5	-182.8
Cc1ccc(NC(=O)CSc2nc3ccccc3c(=O)n2CCCC(=O)N2CCCC2)cc1	-0.55	-0.1	-105.6
CCn1c(C)nc2cc(C(=O)OCCC(F)(F)F)ccc21	0.88	0.79	33.3
O=C(C1CCCO1)N1CCN(C(=S)Nc2ccc(Cl)c(Cl)c2)CC1 (configuration not stated)	0.96	1.02	-12.9
Cc1cc(C)c(C#N)c(N2CCN(CCOc3ccc(Cl)cc3)CC2)n1	-0.62	-0.32	40.0
Cc1cccc2cc(/C=C3\N=C(c4ccccc4)OC3=O)c(N3CCOCC3)nc12	-1.72	-1.86	nt
O=C1CSC(=Nc2ccccc2Cl)N1	0.61	0.41	-8.3

Further compounds follow:
canonical_smiles	SDO1 yeast rescue	SDO1 yeast rescue Rescue 24 h	Insulin prom inh
O=c1cc(C(F)(F)F)[nH]c2c(C(F)(F)F)cccc12	-1.59	-0.69	-31.8
COc1cc2[nH]c(=O)n(CCCCCC(=O)NCCCN3CCOCC3)c(=O)c2cc1OC	0.29	0.13	-28.1
O=C(COC(=O)c1n[nH]c(=O)c2ccccc12)c1ccc(Br)cc1	nt	nt	40.0
CC1CCN(C(=O)Cn2cc(C(=O)C3CC3)c3ccccc32)CC1	-0.06	-1.02	-50.0
Nc1c(-c2cccs2)cnn1-c1nc(-c2ccc(F)cc2)cs1	-1	-0.14	nt
Cc1ccc(/C=N/OC(=O)c2nn(C)cc2Cl)cc1	nt	nt	0.0
Nc1nc(CSc2nnnn2-c2ccccc2)nc(N2CCCc3ccccc32)n1	-1.64	-0.96	-447.1
O=C(CCC1CCCCC1)NNC(=O)c1cnccn1	1.13	0.81	-2.8
COc1ccc(Cl)cc1NC(=O)c1cccnc1	-0.31	-0.18	nt
CCOC(=O)N1CCN(C(=O)CCn2nc(-c3ccc(Cl)cc3)ccc2=O)CC1	0.69	0.05	-30.8

Remaining list, next part
canonical_smiles	SDO1 yeast rescue	SDO1 yeast rescue Rescue 24 h	Insulin prom inh
Cc1ccc(Nc2cc(C)nc3nc(C)nn23)c(C)c1	-0.03	-1.64	-10.0
COc1nccc(Nc2ccccc2)c1C#N	0.52	0.5	8.6
CCc1ccc(-c2cc(C(F)(F)F)n3nc(C(=O)Nc4cnn(Cc5ccc(C)cc5)c4)cc3n2)s1	0.03	1.87	-2.7
Cc1ccccc1NC(=O)c1oc(=O)c2ccccc2c1-c1ccccc1	-0.53	0.16	8.3
O=C(COC(=O)c1ccccc1)NCc1cccs1	-0.01	-1.11	46.1
NNc1ccc2c(C(F)(F)F)cc(C(F)(F)F)nc2n1	nt	nt	-92.3
Cc1sc(NC(=O)c2cc3ccccc3oc2=O)c(C(=O)OC(C)C)c1-c1ccccc1	0.71	1.78	17.2
O=C(CCC1CCCC1)c1c(O)c2ccccc2oc1=O	-2.33	-2.05	nt
COc1ccc(-n2c(C)nnc2SCC(=O)N2C(C)CCCC2C)cc1 (configuration not stated)	0.72	0.41	-37.0
COc1ccc(-n2nc(C(=O)c3cccs3)cc(-c3nc4ccccc4[nH]3)c2=N)cc1	0.35	0.35	17.2

Carrying on.
canonical_smiles	SDO1 yeast rescue	SDO1 yeast rescue Rescue 24 h	Insulin prom inh
CCCC(=O)Nc1ccccc1NC(C)=O	1.79	1.91	6.1
O=c1cc(CN2CCc3ccccc3C2)nc2sccn12	nt	nt	26.3
COc1cc(C(=O)NNC(=O)Nc2ccc([N+](=O)[O-])cc2)cc(OC)c1OC	nt	nt	-33.3
Cn1c2ccccc2c2cc(C(=O)OCC(=O)N3CC(=O)Nc4ccccc43)sc21	-1.5	-1.09	-93.3
CCN(CC)S(=O)(=O)c1cc([N+](=O)[O-])ccc1NNC(=O)Nc1ccccc1OC	0.09	-0.24	-43.5
CCOC(=O)c1cnc2c(C(=O)OC)cccc2c1NCc1ccco1	0.35	-0.69	50.0
CCn1ncc(C(=O)Nc2cc(C)on2)c1C	1.2	0.18	nt
Cc1ccc(Nc2ncnc3ccccc23)cc1	nt	nt	-421.4
CC1(C)CC(=O)c2cc(OCC(=O)NCCCN3CCN(c4ccc(F)cc4)CC3)ccc2O1	-0.07	-0.61	-80.7
Cc1ccccc1/C=c1\s/c(=C\C(=O)C(C)(C)C)[nH]c1=O	-0.37	-0.2	-21.4

Insulin prom inh: what is marked active above
canonical_smiles	SDO1 yeast rescue	SDO1 yeast rescue Rescue 24 h	Insulin prom inh
O=C(NCCCN1CCN(c2ccccc2F)CC1)Nc1ccccc1[N+](=O)[O-]	nt	nt	78.4*

Following part
canonical_smiles	SDO1 yeast rescue	SDO1 yeast rescue Rescue 24 h	Insulin prom inh
CCCC1=C(C(=O)OCC)C(c2cc(Cl)cc(OC)c2OCC(=O)OCC)NC(=O)N1 (configuration not stated)	-1.37	-1.45	7.1
Cc1cc(C)n(-c2nc3c(c(=O)[nH]c(=O)n3C)n2CC(C)C)n1	-0.54	-1.22	23.1
COc1ccc(Nc2cc(=O)oc3ccccc23)cc1	1.1	0.18	nt
COc1ccc(NC(=O)NC(C)(C(F)(F)F)C(F)(F)F)cc1	0.36	0.65	23.3
COc1ccc(-n2c(C)cc(/C=N/Nc3nc(N4CCOCC4)nc(N4CCOCC4)n3)c2C)cc1	1.61	2.49	5.1
Cc1nc(N2CCOCC2)c2c(C)c(C(=O)Nc3ccccc3C(F)(F)F)sc2n1	nt	nt	21.4
Nc1nnc(CC2=CCCCC2)s1	0.71	0.85	-221.1
CCOC(=O)Cn1c(=NC(=O)c2cccs2)sc2cc(C(=O)OC)ccc21	1.08	4.36	32.1
CCOc1ccc(-n2cc(C(=O)N3CCC(C)CC3)c3cc(OC)c(OC)cc3c2=O)cc1	-0.54	-0.73	0.0
COC(=O)C1C(=O)C=C(Nc2ccc(F)cc2F)CC1c1ccc(OC)cc1 (configuration not stated)	0.84	1.36	-50.0

Profiles, quoted from the list. Order of values: SDO1 yeast rescue, SDO1 yeast rescue Rescue 24 h, Insulin prom inh
CCOC(=O)Cn1c(=NC(=O)c2cccs2)sc2cc(C(=O)OC)ccc21 in the list: 1.08, 4.36, 32.1
Cc1cc(C)n(-c2nc3c(c(=O)[nH]c(=O)n3C)n2CC(C)C)n1 in the list: -0.54, -1.22, 23.1

(listing goes on)
canonical_smiles	SDO1 yeast rescue	SDO1 yeast rescue Rescue 24 h	Insulin prom inh
CCN(CC)CCCNC(=O)c1ccc(Cl)c(S(=O)(=O)Nc2ccccc2OC)c1	0.39	-0.5	nt
COc1ccc(S(=O)(=O)Cc2ccc(C(=O)N3CCN(c4cc(Cl)ccc4C)CC3)o2)cc1	-0.97	-0.69	nt
CC1(C)CC(=O)C(C=N)=C(O)C1	-2.01	-1.1	-3.7
CCCOCC(O)CCc1n[nH]c(=S)n1-c1ccccc1 (configuration not stated)	nt	nt	28.6
CCC(Sc1nc(-c2ccccc2)cc(=O)[nH]1)C(=O)O (configuration not stated)	0.33	-0.11	28.6
O=C(O)c1cc([N+](=O)[O-])ccc1N1CCCCC1	-0.27	-1.21	-15.4
COc1ccc(C(=O)/C=C(\C)Nc2ccc(NC(C)=O)cc2)cc1	1.32	1.5	-16.7
CCOc1cc(/C=N\NC(N)=O)cc(Br)c1OC(C)C	0.13	0.54	11.5
COc1ccc(S(=O)(=O)Nc2nc3ccccc3nc2NCc2ccc3c(c2)OCO3)cc1	-0.49	-0.01	22.6
N#C/C(C(=O)c1ccccc1)=C1/SC=C(N)N1c1ccccc1	-0.85	-0.56	-294.3

Further entries:
canonical_smiles	SDO1 yeast rescue	SDO1 yeast rescue Rescue 24 h	Insulin prom inh
OCCNc1nc(Nc2ccc(Br)cc2)nc2ccccc12	nt	nt	64.3
CC(=O)NC(=S)Nc1sc2c(c1C#N)CCCCC2	-1.9	-1.64	nt
COc1ccc(Br)cc1CN(C)CC(=O)Nc1c(Cl)cccc1Cl	-1.31	-0.52	nt
S=C(NCCCN1CCOCC1)Nc1ccc(Nc2ccccc2)cc1	nt	nt	35.3
Cn1c(Cn2nnc(-c3ccccc3)n2)nnc1SCc1ccccc1Cl	-1.79	-1.31	15.6
Cn1c(SCc2ccc3c(c2)OCO3)nnc1-c1ccccc1	-0.31	-0.93	-43.2
CS(=O)(=O)c1nsc2nc(=O)c(/C=C3\C=Nc4ccccc43)c(N)n12	nt	nt	7.1
CCCCCCn1c(O)c(/C=C2\C=NN=C2c2ccccc2)sc1=S	0.43	1.57	nt
COc1ccc(N(CC(=O)N/N=C/c2cc3ccc(OC)cc3nc2Cl)S(=O)(=O)c2ccccc2)cc1	-0.21	0.48	-3.7
O=C1c2ccccc2C(=O)N1c1n[nH]c(CCc2ccccc2)n1	-0.41	-0.47	37.5

New compounds follow
canonical_smiles	SDO1 yeast rescue	SDO1 yeast rescue Rescue 24 h	Insulin prom inh
CCc1ccccc1NC(=S)N1CCC(NC(=O)c2ccc(OC)cc2)CC1	nt	nt	-50.0
Cn1c(SCc2ccccc2Cl)nc(C(F)(F)F)cc1=O	-0.92	-0.83	-26.1
Cc1ccc(CCNC(=O)C2CCCN(S(=O)(=O)c3cnc[nH]3)C2)cc1 (configuration not stated)	-0.34	-0.04	nt
FC(F)(F)c1nnc2n1N=C(c1cccs1)CS2	nt	nt	-16.7
COc1ccc(-n2nnc3c(=O)n(CC(=O)N4CCC(C)CC4)cnc32)cc1	0.17	-0.08	nt
CCOC(=O)N1CCC(NC(=O)C2CCC(Cn3c(=O)[nH]c4ccccc4c3=O)CC2)CC1 (configuration not stated)	nt	nt	32.3
O=C1CCCc2nc(N3CCN(Cc4ccccc4)CC3)ncc21	0.9	2.63	nt
Cn1nc(C(F)(F)F)c(/C=N/OC(=O)c2ccccc2)c1SCc1ccc(Cl)cc1	-0.27	0.08	-100.0
Cc1nn(Cc2c(Cl)cccc2Cl)c(C)c1NC(=O)CCCn1nc([N+](=O)[O-])c(Cl)c1C	0.07	0.11	-32.1
O=C(NCCN1C(=O)S/C(=C/c2ccccc2)C1=O)C1CCCN1C(=O)c1cccs1 (configuration not stated)	0.19	-0.09	nt

(next part)
canonical_smiles	SDO1 yeast rescue	SDO1 yeast rescue Rescue 24 h	Insulin prom inh
C(=N/n1c2ccccc2c2ccccc21)/c1ccco1	-1.5	-0.11	-25.6
CCn1c(C)nc2cc(OC)ccc21	nt	nt	?
COc1cc(/C=C2\N=C(c3ccccc3)OC2=O)ccc1OCc1c(C)no[n+]1[O-]	-0.38	0.01	nt
O=C(O)c1cccc(N2C(=O)C3CC=C(Cl)CC3C2=O)c1 (configuration not stated)	0.32	-0.5	nt
Cc1csc(NC(=O)CSc2nnc(-c3ccncc3)o2)n1	0.34	-0.66	12.0
FC(F)(F)c1cc(-c2ccccc2)nc(N2CCCCCC2)n1	-0.49	-0.82	12.0
O=c1[nH][nH]c(C(F)(F)F)c1C=NCc1cccc(Cl)c1	0.87	0.49	21.7
O=C(CSc1nc(-c2ccccc2)c(-c2ccccc2)o1)Nc1nnc(-c2ccccc2)s1	0.12	0.31	15.4
